High-throughput results as filed in PubChem BioAssay.
FAK blocker: FAK (human) kinase inhibition; biochemical FAK kinase activity assay; AID 727; Q05397; hit rate 0.84% among 97,000; inhibition, %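 (tested at 7 µM)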; in the data active = inhibition above about 19%;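 also: 0% = DMSO and 100% = reference compound high control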
PTPN22 inh 2: LYP (human) phosphatase inhibition | recombinant LYP catalytic domain, DiFMUP fluorescence | hit rate 0.21% among 96,000 | inhibition, % at 2 µM;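 active = inhibition at 2 µM at or above a set limit, the screen mean plus 3 SD, cut at about 24% in these data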;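 also: 0% = DMSO with enzyme and 100% = enzyme fully blocked by orthovanadate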
Target sequence (Q9Y2R2 whole entry, looked up, the tested form may be a part): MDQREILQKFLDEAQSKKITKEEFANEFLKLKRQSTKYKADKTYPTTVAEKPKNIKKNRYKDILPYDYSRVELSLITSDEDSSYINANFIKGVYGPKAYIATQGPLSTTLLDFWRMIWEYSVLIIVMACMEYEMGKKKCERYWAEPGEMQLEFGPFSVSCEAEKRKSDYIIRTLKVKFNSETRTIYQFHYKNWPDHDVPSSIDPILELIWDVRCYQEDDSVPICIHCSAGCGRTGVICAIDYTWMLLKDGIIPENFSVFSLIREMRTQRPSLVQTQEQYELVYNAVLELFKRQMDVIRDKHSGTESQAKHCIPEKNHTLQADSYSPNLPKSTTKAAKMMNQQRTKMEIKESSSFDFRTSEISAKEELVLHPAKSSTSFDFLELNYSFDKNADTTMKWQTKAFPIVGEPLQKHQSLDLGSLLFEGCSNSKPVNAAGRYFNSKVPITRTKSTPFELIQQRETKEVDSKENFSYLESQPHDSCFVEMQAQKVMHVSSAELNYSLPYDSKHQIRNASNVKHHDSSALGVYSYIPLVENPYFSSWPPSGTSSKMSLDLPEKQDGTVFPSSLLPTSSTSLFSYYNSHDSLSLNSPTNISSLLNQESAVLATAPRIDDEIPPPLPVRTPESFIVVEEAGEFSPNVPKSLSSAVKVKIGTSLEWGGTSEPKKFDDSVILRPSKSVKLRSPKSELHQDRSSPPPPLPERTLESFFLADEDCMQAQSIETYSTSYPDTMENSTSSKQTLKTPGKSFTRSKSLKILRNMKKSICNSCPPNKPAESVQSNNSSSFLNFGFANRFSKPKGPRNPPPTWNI
Pyk2 oligo antag: blocks oligomerization of human Pyk2 in cells | Q293 cells, Pyk2 FERM NanoBiT luminescence; hits give low values | hit rate 0.83% among 99,000 | z-score (the deposit names both 25 µM and 10 µM);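 active = Z-score of -3 or lower, scaled per plate to the spread of control and sample wells; inactive = z-score above -3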;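 also: negative z-score means lost luminescence so less FERM oligomerization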
PLK1 kinase inh: PLK1 (human) kinase inhibition; hit rate 0.53% among 97,000; recombinant PLK1 kinase, TR-FRET peptide phosphorylation; inhibition, % at 10 µM; P53350;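 active = inhibition of 50% or more in the single-concentration screen; inactive = inhibition below 50%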;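 also: 0% = DMSO max control and 100% = H-89 dihydrochloride min control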
PLK1 PBD inh: Plk1 (human) PBD binding inhibition | inhibition, %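 (tested at about 20 µM)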 | hit rate 0.13% among 97,000 | AID 693 | P53350 | Plk1 PBD phosphopeptide binding, fluorescence polarization; in the data active = inhibition above about 34%, passing the limit was not always enough
HIV Rev-RRE inh: inhibitors of HIV-1 Rev-RRE RNA interaction. Rev peptide-RRE RNA binding, FRET. P05866. hit rate 0.79% among 97,000. inhibition, % at 8 µM;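 active = inhibition above the screen-wide mean plus 3 SD, cut at about 35% in these data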;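 also: 0% = median DMSO wells and 100% = median Neomycin B control wells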
Target sequence (P05866 whole entry, looked up): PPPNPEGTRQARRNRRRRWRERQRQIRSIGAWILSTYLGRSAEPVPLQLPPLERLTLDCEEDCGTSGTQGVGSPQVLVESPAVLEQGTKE
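Assay system: Labelled RRE RNA duplex and labelled Rev peptide | Times: 5 min preincubation and 15 min binding, 25 °C | Detection: FRET, ex 480 nm, em 540 and 671 nm | Evaluation: % inhibition of FRET ratio versus controls | Benchmarks: DMSO wells as 0% and neomycin B wells as 100% inhibition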
LYP act: activators of human LYP (PTPN22) phosphatase; hit rate 0.11% among 96,000; activation, % at 2 µM; AID 697; recombinant LYP, DiFMUP fluorescence; 0 = plate median, 100 = signal doubled; Q9Y2R2;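 active = activation at 2 µM above a set limit, the mean plus 5 SD, cut at about 37% in these data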
cytoskel mod: modifiers of cytoskeleton assembly; HUVEC TNFa F-actin phalloidin imaging, high content; AID 836; hit rate 0.18% among 91,000; inhibition, % at 2 µM;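 active = inhibition above the batch mean plus 3 SD and confirmed as a hit by visual image inspection, cut at about 30% in these data, passing the limit was not always enough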; also: strong numbers were not always called active
EphB4 antag: antagonists of human EphB4-ephrin-B2 interaction; hit rate 0.15% among 97,000; P54760; EphB4 LBD / TNYL-RAW-Alexa532 peptide, fluorescence polarization; inhibition, % at 7 µM;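 active = inhibition above the screen-wide mean inhibition plus 3 SD, cut at about 15% in these data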;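 also: 0% = DMSO wells and 100% = excess unlabeled TNYL-RAW peptide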
The depositor's hits bear a star; · = no result given.

Results follow in this order: FAK blocker | PTPN22 inh 2 | Pyk2 oligo antag | PLK1 kinase inh | PLK1 PBD inh | HIV Rev-RRE inh | LYP act | cytoskel mod | EphB4 antag
CCCn1cc(NC(=O)C2CC(c3cccc(Br)c3)=NO2)cn1 (stereo not given)
    -1 | 8 | 0.28 | -11 | -19 | 11 | -9 | 11 | 3
CCOC(=O)c1oc2nc(CC(C)C)c3c(c2c1N)CCC3
    -2 | 5 | -0.65 | -18 | 2 | -1 | -3 | -7 | -2
CCOC(=O)C1=C(C)N=c2s/c(=C3/C(=O)Nc4ccccc43)c(=O)n2C1c1ccc(C)cc1 (stereo not given)
    2 | 10 | -0.1 | -8 | 5 | 13 | -8 | -20 | -2
O=C(NCc1cccnc1)NC(C(F)(F)F)C(F)(F)F
    -4 | 6 | 0.23 | 4 | 40 | 1 | -6 | -54 | 0
CCN(CC)C(=O)CCCOc1ccc(Cl)cc1Cl
    0 | 6 | 0.85 | -4 | 19 | 6 | -6 | 21 | 7
CCn1c(SCC(=O)Nc2oc(-c3ccccc3)c(-c3ccccc3)c2C#N)nnc1-c1ccncc1
    -4 | 3 | -1.9 | 10 | -3 | -1 | 0 | 2 | -3
CCN1C(=O)c2cccc3c(NC(=O)c4ccccc4)ccc1c23
    0 | -4 | 0.89 | -4 | -16 | 15 | 4 | 9 | -3
CCOC(=O)c1ccc(N2C(=O)C3CC=CCC3C2=O)cc1 (stereo not given)
    -2 | -2 | 0.23 | -2 | 16 | -2 | 5 | -18 | -4
O=C(NCc1ccco1)c1cc2sccc2n1Cc1ccccc1
    2 | 1 | -1.7 | -8 | 19 | 8 | -4 | 0 | -6
Cc1cc(=O)[nH]c(SCC(=O)Nc2ccc(Cl)cn2)n1
    -2 | -18 | -0.16 | -4 | -23 | 1 | 17 | -1 | -3
Cn1c(SCC2CCCO2)nnc1-c1ccncc1 (stereo not given)
    1 | -5 | 2.1 | -2 | -18 | 11 | 6 | 14 | 0
O=C(NCCCN1CCOCC1)c1ccc(CS(=O)(=O)c2cccc(C(F)(F)F)c2)o1
    2 | 12 | -0.13 | -7 | 5 | 4 | -14 | 41 | 2
COc1ccc2nc3oc(C(=O)NC4CCN(Cc5ccccc5)CC4)cc3cc2c1
    -1 | 6 | -1 | -8 | -2 | 12 | -7 | -6 | 3
CN(C)C(=O)CSc1cccc2cccnc12
    3 | -3 | -1.5 | -3 | -19 | 7 | 1 | 16 | 8
Cc1cccc(NC(=O)CS(=O)(=O)Cc2ccccc2)n1
    1 | -4 | -1 | -7 | 9 | 9 | 7 | 8 | 2
Cc1ccc(N2C(=O)CC(C3CCCO3)C2=O)cc1 (stereo not given)
    2 | 4 | 0.79 | -4 | -3 | 1 | -1 | -3 | -4
CC(=O)Nc1ccc2c(c1)nc(CCNC(=O)c1ccccc1)n2C
    -2 | 9 | 1.1 | -12 | 2 | 3 | -6 | -14 | 1
CCOC(=O)c1sc(NC(C)=O)c(C(=O)OCC)c1C
    4 | -9 | -1.1 | -14 | -2 | -6 | 9 | -18 | -7
O=C(Nc1cccc(C(F)(F)F)c1)C1CCCN(S(=O)(=O)c2cnc[nH]2)C1 (stereo not given)
    -2 | 1 | 0.21 | -1 | -16 | 0 | -3 | 28 | -8
CCOC(=O)c1[nH]c(C)c(C(=O)NCC2CCCO2)c1C (stereo not given)
    3 | 3 | 0.18 | -7 | 3 | 4 | -4 | -5 | 1
Cc1cc(C)n(-c2nc3c(c(=O)[nH]c(=O)n3C)n2C(C)C)n1
    -3 | -2 | 0.18 | -1 | 3 | 8 | 0 | · | 7
CC(=O)c1c(C)n([O-])c2cc(C)ccc2[n+]1=O
    1 | -4 | -1.1 | -14 | 13 | 3 | 3 | 13 | -4
COc1ccc(Cl)cc1NC(=O)C(C)Sc1nncn1C (stereo not given)
    -5 | -4 | -0.29 | -2 | -33 | 7 | 8 | 11 | 5
O=C(Nc1ncc(Cc2ccccc2)s1)c1cccs1
    15 | 8 | -2.2 | -10 | 5 | 12 | -9 | -9 | 2
O=S(=O)(c1cc(Cl)ccc1Cl)N1CC2CCCN2c2ccc(C(F)(F)F)cc21 (stereo not given)
    1 | 11 | -0.67 | -6 | -13 | 17 | -7 | -38 | -6
NC(=O)c1oc2ccccc2c1NC(=O)CN1CCCCC1
    12 | 4 | -0.27 | -11 | -13 | 7 | -3 | -27 | 5
CN(C)C(CNC(=O)C1CCCN(C(=O)c2ccc(Cl)cc2)C1)c1ccco1 (stereo not given)
    -1 | 0 | -0.02 | -7 | 0 | 0 | -2 | -20 | -2
COCCCNC(=O)c1ccc2c(=O)n(Cc3ccc4c(c3)OCO4)c(=S)[nH]c2c1
    -3 | 4 | -0.44 | -9 | 4 | -5 | -2 | 3 | -4
CCCSc1nnc(CSc2nc3ccccc3s2)n1-c1ccccc1
    1 | 8 | -1.3 | -4 | -2 | 6 | -7 | -11 | 1
Cc1ccc(CNC(=O)CS(=O)(=O)CC(=O)O)cc1
    1 | 5 | 0.38 | -2 | 3 | 12 | -5 | 12 | 5
CCOc1ccc(C(=O)N2CCCC2C(=O)O)cc1 (stereo not given)
    7 | -1 | 0.11 | -2 | -33 | 7 | 0 | 7 | -1
Cc1cccn2c(=O)c(C=NCCO)c(NCc3ccco3)nc12
    11 | -19 | -0.22 | -10 | -18 | 8 | 21 | -1 | -4
COc1ccc(NC(=O)CSc2nc(N)c3cc4c(nc3n2)CCCC4)c(OC)c1
    -8 | 0 | 1.6 | 1 | -33 | 8 | 2 | 26 | -4
Cc1n[nH]c(C)c1S(=O)(=O)N1CCC(C(=O)N2CCn3c2nc2ccccc23)CC1
    3 | -2 | 0.97 | -1 | -12 | 11 | 1 | 5 | 6
O=C(c1ccc2c(c1)OCO2)N1CCN(c2ccccc2)CC1
    2 | 5 | -0.04 | -5 | -20 | 1 | -6 | -23 | 1
CCOC(=O)CN1NC2(CCCCC2)NC1=S
    -1 | -8 | 0.93 | -7 | -28 | 3 | 9 | 6 | 4
O=C(c1ccc(Cl)cc1)N1CCN(c2cc(=O)[nH]nc2-c2ccccc2)CC1
    -1 | -4 | -0.12 | 0 | 0 | 0 | 8 | -17 | -7
COc1cc(OC)cc(-c2nnc(SCC(=O)NCc3cccs3)o2)c1
    -1 | 8 | 0.52 | -1 | -25 | 2 | -9 | 3 | -1
O=C(NCC1CCCO1)c1ccc(C(=O)NCC2CCCO2)cc1 (stereo not given)
    -4 | 2 | -0.34 | -12 | 2 | 6 | 2 | · | -3
CCc1cc[n+](-c2nc([O-])sc2C=O)cc1
    -1 | 1 | -0.01 | -5 | -13 | 46* | 3 | -4 | 0

By substructure: those above with a Cl atom
Results follow in this order: FAK blocker | PTPN22 inh 2 | Pyk2 oligo antag | PLK1 kinase inh | PLK1 PBD inh | HIV Rev-RRE inh | LYP act | cytoskel mod | EphB4 antag
CCN(CC)C(=O)CCCOc1ccc(Cl)cc1Cl
    0 | 6 | 0.85 | -4 | 19 | 6 | -6 | 21 | 7
Cc1cc(=O)[nH]c(SCC(=O)Nc2ccc(Cl)cn2)n1
    -2 | -18 | -0.16 | -4 | -23 | 1 | 17 | -1 | -3
COc1ccc(Cl)cc1NC(=O)C(C)Sc1nncn1C (stereo not given)
    -5 | -4 | -0.29 | -2 | -33 | 7 | 8 | 11 | 5
O=S(=O)(c1cc(Cl)ccc1Cl)N1CC2CCCN2c2ccc(C(F)(F)F)cc21 (stereo not given)
    1 | 11 | -0.67 | -6 | -13 | 17 | -7 | -38 | -6
CN(C)C(CNC(=O)C1CCCN(C(=O)c2ccc(Cl)cc2)C1)c1ccco1 (stereo not given)
    -1 | 0 | -0.02 | -7 | 0 | 0 | -2 | -20 | -2
O=C(c1ccc(Cl)cc1)N1CCN(c2cc(=O)[nH]nc2-c2ccccc2)CC1
    -1 | -4 | -0.12 | 0 | 0 | 0 | 8 | -17 | -7

Carrying on.
Results follow in this order: FAK blocker | PTPN22 inh 2 | Pyk2 oligo antag | PLK1 kinase inh | PLK1 PBD inh | HIV Rev-RRE inh | LYP act | cytoskel mod | EphB4 antag
Cc1cccc(N2CCN(c3nnnn3-c3ccccc3)CC2C)c1 (stereo not given)
    0 | 6 | 0.23 | -9 | 4 | 5 | -7 | -6 | 4
COC(=O)c1ccc(NS(=O)(=O)c2cc(C)ccc2OC)cc1
    1 | 7 | -1.7 | -15 | 0 | 7 | -8 | 17 | 3
COc1ccc(-n2cnnc2SCc2cnc(-c3ccccc3)s2)cc1
    4 | -1 | -0.55 | -2 | 4 | 4 | 0 | -29 | 1
CC(C)Oc1ccc(C2CNC(=O)C2)cc1 (stereo not given)
    · | -1 | · | -5 | -15 | · | -1 | -13 | ·
Cc1cccc(C(=O)NNC(=O)C2CCCO2)c1 (stereo not given)
    -6 | 6 | 0 | -3 | 2 | 8 | -5 | 15 | 0
CCCN(CCC)CC(O)CN(c1cc([N+](=O)[O-])ccc1OC)S(=O)(=O)c1ccccc1 (stereo not given)
    5 | -1 | -0.03 | -8 | -23 | 1 | 6 | -1 | -6
COc1cccc(-c2nn(-c3ccccc3)cc2C(=O)Nc2nccs2)c1
    -1 | -7 | -3.6* | -4 | 10 | 2 | 1 | -1 | 1
O=C(CCSc1ccc(Cl)cc1)NC1CCCCC1
    -2 | 8 | · | -11 | -27 | 4 | -5 | -4 | 3
Cc1onc(-c2c(Cl)cccc2Cl)c1C(=O)N1CCc2ccccc2C1
    5 | 10 | 0.43 | -9 | -23 | 8 | -8 | -10 | 8
Cn1nnc2cc(C(=O)NCc3ccco3)ccc21
    -2 | 5 | 0.52 | -15 | -12 | 8 | -2 | -1 | -4
CCn1cc(C(=O)O)c(=O)c2cc(OC)ccc21
    2 | 1 | 0.41 | -3 | 1 | 10 | -3 | 22 | 2
CSc1ccccc1C(=O)Nc1nccs1
    0 | -2 | 3.6 | -11 | -1 | 0 | 3 | 3 | -4
Cn1c(SCC(=O)N2CCN(c3ccccc3)CC2)nnc1-c1c[nH]c2ccccc12
    3 | · | · | 67* | 15 | 3 | · | · | -1
c1ccc(Oc2ccc(-c3ccnc4nc(N5CCN(c6ccccc6)CC5)nn34)cc2)cc1
    -11 | 10 | 0.04 | -71 | 21 | -3 | -7 | 21 | -6
O=C(CCc1nc2ccccc2c(=O)[nH]1)NCc1cccc(Cl)c1
    0 | 14 | 2.2 | 33 | 10 | 7 | -13 | -7 | 0
Cc1cc(NC(=O)C(C)C)ncc1NC(=O)CCc1ccccc1
    -1 | -3 | 0.36 | -2 | 1 | 6 | 1 | · | 10
CCOC(=O)C1=C(C)NC(SCC(N)=O)=C(C#N)C1c1cccs1 (stereo not given)
    10 | -2 | -1.3 | -3 | 28 | 5 | -1 | -14 | 12
COc1ccccc1NC(=O)Cn1nnc(-c2ccccc2NC(=O)c2cccs2)n1
    21* | -2 | -1.2 | -3 | -10 | 4 | 1 | -6 | 2
COc1ccc(-c2nc3c(=O)n(C)c(=O)[nH]c3n2CCc2ccccc2)cc1
    -4 | -4 | -0.58 | -10 | -12 | 1 | 1 | -16 | 2
COc1ccc(-c2nn(C)c(=O)c3ccccc23)cc1CNS(C)(=O)=O
    0 | -2 | 0.77 | -2 | 8 | 6 | 4 | 12 | 8
c1ccc(-n2c(Sc3cnccn3)nnc2-c2cccs2)cc1
    12 | -11 | 0.31 | -23 | -5 | 2 | 9 | -12 | -9
O=C(Cn1c(=O)sc2ccccc21)OC(CCl)CCl
    -2 | 3 | 0.09 | -7 | 1 | 5 | -1 | -23 | 2
O=C(NC1(C(=O)NC2CCCCC2)CCCCC1)c1ccccn1
    -2 | 2 | 1.1 | -7 | 4 | 4 | -3 | 16 | 3
